Screening data deposited in PubChem BioAssay by several laboratories.
M18AAP inhibitor – PfM18AAP inhibitors, malaria aminopeptidase, primary screen, biochemical, QFRET, recombinant enzyme; M18 aspartyl aminopeptidase (Plasmodium falciparum 3D7); H-Glu-NHMec fluorogenic cleavage; inhibition, % at 7.35 µM; hit rate 1.2% among 290,000;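 active = inhibition above the campaign mean inhibition over all tested compounds plus 3 SD, cut at about 28% in these data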;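 note: 0% = plate median of test compound wells and 100% = 2 mM ZnCl2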
MEKK2 WT-MEK5 – modulators of MEK5 binding to wildtype MEKK2, primary screen, biochemical, multiplex bead flow cytometry, Alexa488-MEK5; binding response (% of control), % at 10 µM; AID 1531, 2009; Alexa488-MEK5 binding to MEKK2 WT; actives lie on both sides; hit rate 1.1% among 290,000; in the data active = binding response below about 67% or above about 130%
NALP1 yeast inh – NALP1 inflammasome inhibitors in reconstituted yeast, colorimetric, S. cerevisiae, triplicate retest | S. cerevisiae NALP1/ASC/caspase-1 growth, X-gal OD620, 72 h | inhibition, % at 10 µM | hit rate 0.61% among 280,000 | AID 2071, 2009; in the data active = inhibition mostly above about 24%, no sharp cut-off; inactive = mostly below about 32%; note: some compounds called inactive have numbers as strong as hits
MEKK2 mut-MEK5 – MEK5 binding signal on mutant MEKK2 PB1, primary screen, biochemical, multiplex bead flow cytometry, Alexa488-MEK5; Alexa488-MEK5 binding to MEKK2 mutant; percent response, % at 10 µM; AID 1530, 2009; hit rate 0.35% among 290,000; in the data active = percent response above about 24%, passing the limit was not always enough; note: inactives centre near 1; some results filed as inactive read as strong as hits; reference of the scale not given here
p-CIP stab down – p/CIP-EGFP fusion destabilizers, primary screen, fluorescence, F442A cells; AID 1984, 2009; decrease of EGFP signal, % at 10 µM; Q05BA5; hit rate 0.01% among 290,000; 16 h;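 active = EGFP signal decrease of at least 30% at 10 µM or well 3 SD below plate mean, unless failing retest; inactive = the rest, including hits failing retest or dose response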; note: some compounds called inactive have numbers as strong as hits; many of its hits are not listed in these tables
Target sequence (Q05BA5 1-1403): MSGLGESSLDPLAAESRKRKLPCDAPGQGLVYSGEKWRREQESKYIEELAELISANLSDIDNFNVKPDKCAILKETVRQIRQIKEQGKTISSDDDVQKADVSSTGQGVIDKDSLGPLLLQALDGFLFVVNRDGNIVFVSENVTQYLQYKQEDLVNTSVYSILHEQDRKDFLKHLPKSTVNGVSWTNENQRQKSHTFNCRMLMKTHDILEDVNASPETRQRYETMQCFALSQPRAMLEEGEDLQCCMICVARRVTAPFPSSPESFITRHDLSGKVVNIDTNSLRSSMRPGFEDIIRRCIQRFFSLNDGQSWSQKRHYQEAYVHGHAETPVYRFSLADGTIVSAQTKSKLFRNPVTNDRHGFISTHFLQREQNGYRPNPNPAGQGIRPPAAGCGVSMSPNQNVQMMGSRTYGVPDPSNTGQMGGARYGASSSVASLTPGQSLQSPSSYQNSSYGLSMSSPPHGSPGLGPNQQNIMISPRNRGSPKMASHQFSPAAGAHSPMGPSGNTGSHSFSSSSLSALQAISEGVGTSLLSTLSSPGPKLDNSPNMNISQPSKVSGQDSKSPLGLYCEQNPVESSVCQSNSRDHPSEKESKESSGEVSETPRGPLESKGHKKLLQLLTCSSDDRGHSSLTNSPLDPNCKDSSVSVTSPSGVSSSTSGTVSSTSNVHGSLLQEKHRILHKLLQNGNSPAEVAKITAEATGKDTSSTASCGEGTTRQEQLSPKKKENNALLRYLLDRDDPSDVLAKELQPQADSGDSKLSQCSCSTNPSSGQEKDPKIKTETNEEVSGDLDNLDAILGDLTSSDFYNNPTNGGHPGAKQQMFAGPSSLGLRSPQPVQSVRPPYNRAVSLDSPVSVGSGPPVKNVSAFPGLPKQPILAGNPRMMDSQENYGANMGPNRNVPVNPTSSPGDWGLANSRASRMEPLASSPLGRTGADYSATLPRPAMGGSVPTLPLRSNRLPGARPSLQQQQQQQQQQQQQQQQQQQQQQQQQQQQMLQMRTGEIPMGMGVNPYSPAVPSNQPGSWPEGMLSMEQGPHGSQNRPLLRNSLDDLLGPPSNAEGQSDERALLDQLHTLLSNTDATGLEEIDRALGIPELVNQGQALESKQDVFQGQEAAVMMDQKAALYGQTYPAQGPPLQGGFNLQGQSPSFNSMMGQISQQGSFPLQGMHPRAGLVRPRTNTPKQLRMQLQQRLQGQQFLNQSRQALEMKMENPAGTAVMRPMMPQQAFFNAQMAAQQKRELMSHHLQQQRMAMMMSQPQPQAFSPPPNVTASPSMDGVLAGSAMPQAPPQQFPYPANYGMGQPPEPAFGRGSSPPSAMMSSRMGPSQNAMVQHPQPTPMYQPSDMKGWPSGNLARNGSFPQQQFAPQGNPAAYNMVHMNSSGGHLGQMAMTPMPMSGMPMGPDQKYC
MEKK3 PB1 HTS – modulators of MEKK3-MEK5 PB1 binding, primary screen, biochemical, wildtype MEKK3, multiplex bead flow cytometry, Alexa488-MEK5. Mitogen-activated protein kinase kinase kinase 3 (Homo sapiens), Q99759. bead-based flow cytometry, Alexa488-MEK5 binding to MEKK3; actives lie on both sides; 0 = blocked by unlabeled MEK5, 100 = vehicle. binding response (% of control), % at 10 µM. hit rate 1.4% among 290,000. AID 1529, 2009;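 active = binding response more than 3 SD above or below the average of its plate-row segment, actives on both sides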;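 note: Alexa488 bead fluorescence after subtracting the streptavidin-only scavenger bead signal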
SUMO HTRF inh – inhibitors of in vitro SUMOylation cascade, primary screen, biochemical, HTRF, uHTS. AID 2006, 2009. hit rate 0.36% among 290,000. HTRF SUMOylation assay, SAE1/SAE2 + UBC9. inhibition, % at 35 µM. SUMO-conjugating enzyme UBC9 (Homo sapiens), P63279; in the data active = inhibition above about 50%, passing the limit was not always enough; note: strong numbers were not always called active
IDE cell inh – human IDE inhibitors in live cells, primary screen, fluorescence polarization, HEK cells, FAbetaB substrate; FAbetaB cleavage; inhibition, % at 5.59 µM; hit rate 0.41% among 320,000; AID 434962, 2010;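 active = percent inhibition above the average of all tested compounds plus 3 SD, set per screening campaign, cut at about 16% in these data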;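 note: IDE supplied by intact live HEK cells; FP after avidin binding of uncleaved biotin substrate so inhibition keeps polarization high; 0% = DMSO wells and 100% = 60 µM reference IDE inhibitor Ii1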
IDE act – human IDE activators in live cells, primary screen, fluorescence polarization, HEK cells, FAbeta-B substrate; Insulin-degrading enzyme (Homo sapiens), P14735; FAbeta-B cleavage; 0% vehicle, 100% cell-free pure enzyme wells; activation, % at 5.96 µM; hit rate 0.073% among 340,000;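 active = activation above the mean of all tested compounds plus 3 SD, set per screening campaign, cut at about 17% in these data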
* hit, by the source's call; . = not tested or not shown. These rows are one share of the data; rates above refer to the full screens.

SMILES	M18AAP inhibitor	MEKK2 WT-MEK5	NALP1 yeast inh	MEKK2 mut-MEK5	p-CIP stab down	MEKK3 PB1 HTS	SUMO HTRF inh	IDE cell inh	IDE act
COc1ccc(C(=O)COC(=O)CCC(=O)Nc2ccc(C(C)=O)cc2)cc1	-1.4	102.0	13.7	2.0	-21.6	98.0	10.7	-3.0	-4.9
COc1ccc(-n2c(=O)[nH]cc(C(=O)Nc3ccccc3)c2=O)cc1	4.2	110.0	38.1	11.0	-10.7	105.0	-3.4	-0.2	6.6
O=C(NC(=S)NCc1ccccc1)c1ccc2c(c1)OCO2	1.3	99.0	28.0	-4.0	-9.9	94.0	2.3	4.0	1.8
CCCN(CCC)CCNC(=O)c1cn(C)c(=O)c2c1c1ccccc1n2C	15.8	103.0	4.6	-3.0	0.6	98.0	3.4	.	-1.6
Cc1cc(C)cc(OCC(=O)NCc2nc(-c3ccccc3)no2)c1	-11.2	100.0	-5.3	5.0	-21.8	103.0	-18.3	-5.8	-2.1
CC(C)C(=O)c1cn(CC(=O)NCC2CCCO2)c2ccccc12 (stereo not given)	2.5	97.0	12.8	-4.0	4.9	101.0	11.4	-1.0	7.8
COC(=O)c1c(NC(=O)C(C)C)sc2c1CCN(Cc1ccccc1)C2	2.1	105.0	11.9	2.0	2.0	102.0	-9.9	1.2	5.8
Cc1sc2nc(CSCC(=O)NC(C)(C)C)[nH]c(=O)c2c1C	4.7	81.0	3.3	-9.0	-1.3	97.0	24.9	1.3	2.3
COc1ccc2c(c1OC)C(=O)OC2N1C(=O)CC[C@H]1C(=O)Nc1ccc2c(c1)OCO2 (stereo not given in full)	1.6	96.0	11.7	0.0	5.3	96.0	15.4	10.9	5.0
CCCn1c(=O)c(C(=O)NCc2ccco2)c(O)c2ccccc21	-4.0	67.0	-1.0	-14.0	4.3	77.0	2.1	5.5	1.7
CCOC(=O)Cc1c(C)nc2c(-c3ccccc3OC)c(C)nn2c1C	-13.4	93.0	-4.2	1.0	-7.3	94.0	12.7	1.9	-4.0
Cc1cc(C(F)(F)F)nn1CC(=O)N(C)C1CCCCC1	-5.4	102.0	.	9.0	.	100.0	.	0.5	1.4
N#CCCN(Cc1ccccc1)C(=S)Nc1ccccc1	-4.9	100.0	21.1	-2.0	2.0	98.0	-11.0	2.7	-3.8
COc1cccc2cc(/C(C)=N/Nc3nc(-c4cc(C)ccc4C)cs3)c(=O)oc12	6.0	99.0	19.0	2.0	-2.3	101.0	-7.7	-3.2	1.7
CC(C)[C@H](NC(=O)c1ccco1)C(=O)OCC(=O)N(C)c1ccccc1	-0.1	99.0	17.2	-1.0	-9.5	101.0	5.1	-1.9	6.8
COc1cccc(NC(=O)c2sc3nc(N4CCOCC4)c4c(c3c2N)CCCC4)c1	49.9*	104.0	11.2	7.0	-14.9	104.0	2.7	10.2	-6.4
Cc1ccc(CN2CCN(c3ncccn3)CC2)o1	0.4	91.0	12.1	-4.0	6.8	85.0	-0.4	-5.2	5.1
CC(Oc1ccc(C(=O)NCCc2ccccc2)cc1)C(=O)O (stereo not given)	-2.8	99.0	20.8	-1.0	5.7	106.0	-5.2	-5.0	3.0
N#CC(c1nc2ccccc2nc1N1CCOCC1)S(=O)(=O)c1ccccc1 (stereo not given)	0.3	107.0	-0.8	2.0	-6.7	103.0	14.9	-6.3	5.1
CN1CCN(c2ccc(S(=O)(=O)Nc3ccccc3)cc2[N+](=O)[O-])CC1	-7.0	121.0	20.8	11.0	1.4	101.0	21.3	2.7	0.5
Cn1c2ccccc2c(=O)c2cc(C#Cc3ccccn3)ccc21	11.8	95.0	2.6	-5.0	-5.3	101.0	31.9	1.7	-4.1
COCC(C)n1c(C)cc(C(=O)CSc2ccc(NC(C)=O)cc2)c1C (stereo not given)	23.9	102.0	38.4	1.0	-0.5	102.0	15.0	-0.6	-1.6
CCCC1(c2ccccc2)NC(=O)N(CC(=O)Nc2sc(-c3ccccc3)cc2C(=O)OCC)C1=O (stereo not given)	8.3	100.0	15.6	3.0	-9.9	106.0	14.6	0.1	-1.0
CCC(C)NS(=O)(=O)c1ccc(NC(=O)C2CCN(C(=O)c3ccco3)CC2)cc1 (stereo not given)	-1.9	105.0	7.2	-1.0	14.6	103.0	-4.7	-4.8	3.8
Cc1sc(NC(=O)CSc2nnc(-c3ccccc3)o2)c(C#N)c1C	-0.2	80.0	1.7	-6.0	-3.0	80.0	-9.1	1.3	0.8
Next results.
SMILES	M18AAP inhibitor	MEKK2 WT-MEK5	NALP1 yeast inh	MEKK2 mut-MEK5	p-CIP stab down	MEKK3 PB1 HTS	SUMO HTRF inh	IDE cell inh	IDE act
CC(C)c1ccc(NS(=O)(=O)c2ccc(N3C(=O)CCC3=O)cc2)cc1	0.6	101.0	12.2	-3.0	-0.1	103.0	2.2	6.4	1.1
Cc1cc(C(=O)Cn2nc(C(=O)O)c3ccccc3c2=O)c(C)n1CCc1ccc(Cl)cc1	-3.0	89.0	11.7	-7.0	-10.8	88.0	10.2	3.7	0.5
Cc1ccc(S(=O)(=O)n2c3ccc(Cl)cc3c3nc(C)sc32)cc1	-6.1	106.0	.	-1.0	-6.9	150.0*	-11.8	.	-3.7
CCCc1c(C(=O)O)cnn1-c1ccc(Cl)cc1	-5.9	102.0	0.6	1.0	-5.5	102.0	-0.2	0.1	-1.1
COc1ccc(-c2csc(Nc3ncccn3)n2)cc1C	-6.9	104.0	16.2	4.0	-0.9	101.0	8.3	-3.5	1.8
O=C(NCCc1ccccc1)C(=O)Nc1ccc([N+](=O)[O-])cc1	-3.7	99.0	29.8*	-3.0	-13.5	94.0	5.0	-3.1	-0.2
CC(C)CNC(=O)C1CCN(CC2CCCCC2)CC1	1.3	101.0	17.1	0.0	-10.2	101.0	1.7	-0.1	0.4
c1ccc(-n2nnnc2NCCCN2CCOCC2)cc1	-12.2	106.0	10.1	1.0	4.5	105.0	-9.9	-3.6	4.5
CCOC(=O)c1sc(NC(=O)c2cccs2)cc1C	-1.1	99.0	8.2	1.0	2.0	103.0	7.1	-1.9	4.7
Cc1c(NC(=O)CCN2C(=O)c3ccccc3C2=O)c(=O)n(-c2ccccc2)n1C	-2.7	98.0	16.8	5.0	3.4	99.0	10.6	0.2	-1.4
CCOc1ccc(C(=O)NCC(=O)NCCOc2ccc(C)cc2)cc1	-10.1	106.0	21.3	1.0	-3.1	102.0	6.3	3.6	1.2
O=C(COc1c(Br)cc(Br)c2cccnc12)N1CCCCC1	-10.4	97.0	5.2	1.0	2.8	104.0	7.0	-0.1	0.8
CC(=O)C[C@H]1c2cc(F)ccc2S(=O)(=O)N1c1ccc(N(C)C)cc1	.	103.0	.	2.0	.	106.0	.	2.8	4.8
Cc1ccc(Cc2nc(-c3cccc(C)c3)no2)cc1	-3.1	93.0	11.7	4.0	-12.1	106.0	2.9	-1.4	0.0
Nc1nc(-c2ccc(-c3ccccc3)cc2)cs1	-9.2	91.0	8.1	-6.0	-5.5	89.0	21.7	-2.4	-7.3
CC1=C(C(=O)OCc2ccccc2)C(c2ccc(C(C)(C)C)cc2)NC(=O)N1CCCCCC(=O)O (stereo not given)	-5.4	85.0	14.4	-7.0	-7.2	87.0	26.3	-1.0	1.2
O=c1cc[nH]c2c1ccc1c(=O)cc[nH]c12	14.0	101.0	-4.5	0.0	-11.0	97.0	11.0	-0.9	3.3
CCc1cc2c(cc3c(=O)n(CC(=O)N4CCN(c5ccccn5)CC4)nc(CC)n32)s1	-2.3	97.0	-4.2	1.0	-2.3	101.0	14.6	0.5	-0.6
CSc1ccccc1NC(=O)COC(=O)c1c[nH]c(=O)[nH]c1=O	-7.3	93.0	3.4	-6.0	5.3	97.0	9.8	2.9	3.5
Cc1csc(C(C#N)C(=O)c2ccc(S(=O)(=O)N3CCCC3)cc2)n1 (stereo not given)	16.9	99.0	22.6	1.0	-0.7	102.0	11.5	0.6	7.4
Nc1nc(NCCCN2CCOCC2)nc(Nc2ccc(Cl)cc2)c1[N+](=O)[O-]	-5.0	114.0	1.9	3.0	6.4	108.0	19.8	3.9	.
O=C(Nc1ccc(F)c(F)c1)c1ccc(F)c(S(=O)(=O)N2CCOCC2)c1	2.7	.	-5.4	.	-21.2	.	6.4	5.0	.
Cc1cccc(C)c1OCC(=O)OC/C(O)=C(\C#N)c1nc2ccccc2[nH]1	-1.6	97.0	27.1	34.0	-14.2	101.0	8.9	-2.0	4.3
CC(=O)Nc1nnc(/C=C/c2cccc([N+](=O)[O-])c2)s1	8.3	103.0	24.0	1.0	-9.6	105.0	22.3	4.5	-0.6
O=[N+]([O-])c1ccc(N2CCCCC2)cn1	-1.4	99.0	11.8	-2.0	4.9	101.0	1.7	0.5	1.4
Next part:
SMILES	M18AAP inhibitor	MEKK2 WT-MEK5	NALP1 yeast inh	MEKK2 mut-MEK5	p-CIP stab down	MEKK3 PB1 HTS	SUMO HTRF inh	IDE cell inh	IDE act
O=C(Nc1cccc(-c2ccc3nncn3n2)c1)c1ccco1	-2.9	106.0	-8.2	0.0	1.8	106.0	9.2	-1.1	5.8
Cc1cc(C)nc(NCC(O)CNc2ccccc2C)n1 (stereo not given)	1.2	103.0	2.3	3.0	-10.1	103.0	-19.4	-4.5	4.8
Cc1cc(C)n(C(=O)CN2C(=O)c3ccccc3C2=O)n1	0.7	98.0	.	-1.0	-19.1	104.0	-3.1	-3.0	0.8
Oc1cccc(NC(=S)Nc2ccccc2)c1	21.8	90.0	7.3	3.0	-1.1	94.0	12.4	0.6	1.8
O=C(/C=C/c1c(F)cccc1Cl)Nc1nc2ccccc2[nH]1	-2.5	100.0	10.5	-2.0	0.7	95.0	9.4	-12.8	-0.9
COc1ccc(NC(=O)CC2SC(N)=NC2=O)c([N+](=O)[O-])c1 (stereo not given)	3.6	93.0	2.9	-7.0	-14.5	100.0	4.8	2.4	2.4
NC(=O)CSc1nnc(-c2ccc(O)cc2)n1Cc1ccco1	2.0	101.0	19.1	3.0	7.6	103.0	14.8	2.0	5.1
Cc1cc(S(=O)(=O)Nc2ccc(F)cc2)c(C)s1	0.7	105.0	23.6	6.0	4.0	102.0	9.0	-7.0	5.8
Cc1cc(Cl)ccc1NC(=S)NCCN1CCOCC1	-4.5	103.0	7.6	0.0	-10.2	101.0	-14.9	-2.2	3.9
C=CCNC(=S)NNC(=O)c1ccco1	18.7	103.0	-3.1	0.0	-10.4	101.0	10.4	5.9	6.5
Cc1ccc(Nc2nc3ccccc3c(=O)s2)cc1	6.5	92.0	-14.4	-8.0	-6.1	98.0	3.1	1.7	2.2
CC(C)C[C@H](NC(=O)c1nc[nH]c1C(=O)NC1CCN(C(=O)OC(C)(C)C)CC1)C(=O)OC(C)(C)C	3.5	98.0	-1.0	-5.0	-12.6	92.0	-15.1	-1.6	8.5
COc1ccc(CNC(=O)Nc2cccc3ccccc23)cc1	-5.5	113.0	2.9	9.0	-6.9	106.0	14.2	0.1	2.7
O=C(Cc1ccc(Cl)cc1)NCCc1cnc[nH]1	1.2	106.0	15.8	6.0	-1.5	104.0	-8.8	0.8	-1.5
